Bioassay records (PubChem)
CHRM4 agonist – human M4 muscarinic receptor agonists, primary screen, CHO-K1 cells, Fluo-8 calcium fluorescence. CHO-K1 hM4/Gqi5; vehicle 0%, full acetylcholine response 100%. AID 624127, 2012. activation, % at 3 µM. Muscarinic acetylcholine receptor M4 (Homo sapiens), P08173. hit rate 0.14% among 360,000;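 active = activation above the run mean over all test wells plus 3 SD, cut at about 32% in these data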;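 note: peak over basal fluorescence ratio per well then scaled between controls; 0% = DMSO wells and 100% = acetylcholine at EC100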
Target sequence (P08173 whole entry, looked up): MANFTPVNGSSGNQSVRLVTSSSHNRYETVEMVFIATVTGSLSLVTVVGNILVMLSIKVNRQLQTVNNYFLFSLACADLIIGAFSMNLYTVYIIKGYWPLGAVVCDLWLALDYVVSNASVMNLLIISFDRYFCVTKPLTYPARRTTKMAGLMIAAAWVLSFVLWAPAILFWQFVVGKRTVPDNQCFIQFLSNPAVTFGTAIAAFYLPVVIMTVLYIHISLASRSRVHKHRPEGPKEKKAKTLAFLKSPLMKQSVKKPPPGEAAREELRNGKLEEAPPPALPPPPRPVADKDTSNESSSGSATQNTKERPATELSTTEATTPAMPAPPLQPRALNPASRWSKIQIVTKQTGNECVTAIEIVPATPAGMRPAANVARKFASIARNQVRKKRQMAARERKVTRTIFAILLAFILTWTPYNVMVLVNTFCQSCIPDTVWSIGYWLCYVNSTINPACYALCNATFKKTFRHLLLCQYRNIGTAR
M1 antag – human M1 muscarinic receptor antagonists, primary screen, CHO-K1 cells, Fluo-8 calcium fluorescence, 1536-well; hit rate 1.3% among 360,000; AID 588852, 2011; Muscarinic acetylcholine receptor M1 (Homo sapiens), P11229; inhibition, % at 3 µM; CHO-K1 hM1, ACh EC80 antagonist;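 active = percent inhibition above its own plate's cutoff, namely the mean of that plate's compound wells plus 3 SD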;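 note: peak over basal fluorescence ratio during 140 s after agonist addition; 0% = ACh EC80 plus DMSO and 100% = DMSO alone without agonist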
CHRM5 antagonist – human M5 muscarinic receptor antagonists, primary screen, CHO cells, Fluo-8 calcium fluorescence | CHO-hM5 cells, ACh EC80 | inhibition, % at 3 µM | hit rate 0.59% among 360,000 | AID 624040, 2012;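 active = inhibition above a per-plate cutoff, the mean of that plate's test compounds plus 3 SD, cut at about 27% in these data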;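 note: 0% = acetylcholine EC80 with DMSO and 100% = DMSO without agonist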
CHRM5 agonist – human M5 muscarinic receptor agonists, primary screen, CHO-K1 cells, Fluo-8 calcium fluorescence; CHO-K1 hM5 cells; 0% DMSO wells, 100% maximal acetylcholine response; activation, % at 3 µM; hit rate 0.19% among 360,000;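 active = activation above the run's mean over test compounds plus 3 SD, cut at about 23% in these data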;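 note: signal is peak over basal fluorescence ratio across the kinetic read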
CHRM5 PAM – human M5 muscarinic receptor positive allosteric modulators, primary screen, CHO-K1 cells, Fluo-8 calcium fluorescence | AID 624038, 2012 | Muscarinic acetylcholine receptor M5 (Homo sapiens), P08912 | activation, % at 3 µM | hit rate 0.3% among 360,000 | CHO-K1 hM5, ACh EC20 PAM; 0% = ACh EC20, 100% = ACh EC100;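 active = activation above the run cutoff, the mean activation of all test compounds plus 3 SD, cut at about 18% in these data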
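Replicates: One well per compound, no replicates | System: Human M5 receptor in CHO-K1 cells | Benchmarks: Low control EC20 acetylcholine (0%), high control EC100 acetylcholine (100%) | Probe or stimulus: Acetylcholine, EC20 level | Times: Fluo-8 loading 80 min at 37 °C plus 30 min room temperature | Signal: Intracellular calcium via Fluo-8 fluorescence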
TAAR1 agonist – human TAAR1 agonists, primary screen, Fluo-8 calcium fluorescence, CHO RD-HGA16 cells; Trace amine-associated receptor 1 (Homo sapiens), Q96RJ0; vehicle wells 0%, saturating PEA agonist 100%; activation, % at 3 µM; hit rate 0.99% among 360,000; AID 624467, 2012;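 active = activation above the mean activation of all test compounds in the run plus 3 SD, cut at about 38% in these data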
Target sequence (Q96RJ0 whole entry, looked up): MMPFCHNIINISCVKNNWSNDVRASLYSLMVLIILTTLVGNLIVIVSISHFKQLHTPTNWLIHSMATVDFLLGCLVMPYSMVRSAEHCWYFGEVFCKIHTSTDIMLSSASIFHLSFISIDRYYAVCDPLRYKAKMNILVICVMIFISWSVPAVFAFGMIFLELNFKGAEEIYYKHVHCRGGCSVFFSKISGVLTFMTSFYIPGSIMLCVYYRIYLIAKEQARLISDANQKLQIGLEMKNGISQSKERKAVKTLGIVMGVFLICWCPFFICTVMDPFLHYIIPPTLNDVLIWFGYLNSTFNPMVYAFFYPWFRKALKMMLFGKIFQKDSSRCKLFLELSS
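Benchmarks: low control DMSO, high control PEA (EC100); System: CHO RD-HGA16 cells carrying human TAAR1 plus Gα16; Detection: Fluo-8 fluorescence, 5 s baseline then 140 s kinetic read; Schedule: 17-24 h plating, Fluo-8 75 min 37 °C, 30 min RT; Read-out basis: % activation from peak over basal fluorescence ratio, DMSO-to-PEA scaled.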
M1 PAM – human M1 muscarinic receptor positive allosteric modulators, primary screen, CHO-K1 cells, Fluo-8 calcium fluorescence, 1536-well | Muscarinic acetylcholine receptor M1 (Homo sapiens), P11229 | CHO-K1 hM1, ACh EC20; 0% = ACh EC20, 100% = maximal ACh | activation, % at 3 µM | hit rate 0.088% among 360,000 | AID 588819, 2011; in the data active = activation above about 19%, passing the limit was not always enough
M4 antag – human M4 muscarinic receptor antagonists, primary screen, CHO cells, Fluo-8 calcium fluorescence | Muscarinic acetylcholine receptor M4 (Homo sapiens), P08173 | hit rate 0.73% among 360,000 | inhibition, % at 3 µM | CHO-hM4 cells, ACh EC80;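 active = inhibition above its plate's cutoff, the mean inhibition of sample wells plus 3 SD, cut at about 27% in these data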;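 note: 0% = acetylcholine EC80 with DMSO and 100% = DMSO without agonist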
M1 ag – human M1 muscarinic receptor agonists, primary screen, Fluo-8 calcium fluorescence, CHO-K1 cells, HTS; Muscarinic acetylcholine receptor M1 (Homo sapiens), P11229; CHO-K1 hM1, agonist mode; 0% DMSO, 100% acetylcholine EC100; activation, % at 3 µM; hit rate 0.33% among 360,000; AID 588814, 2011;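 active = activation above the run's mean compound activation plus 3 SD, cut at about 16% in these data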;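 note: peak over basal fluorescence ratio within a 140 s kinetic read after compound addition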
Starred values were filed as active, the others as inactive; . = not tested or not shown; & = joins results of further samples. These rows are one share of the data; the hit share may differ from the screen's.

CHRM4 agonist,M1 antag,CHRM5 antagonist,CHRM5 agonist,CHRM5 PAM,TAAR1 agonist,M1 PAM,M4 antag,M1 ag,SMILES
2,-14,3,0,3,0,9,8,-7,Cc1ccc(CNCc2ccco2)cc1
3,-5,4,-1,-7,9,0,2,-2,CC1CCN(C(=O)COC(=O)c2cc3ccccc3cc2O)CC1
3,-17,5,0,2,0,9,-10,-1,CC1=C([N+](=O)[O-])C(c2ccc(Cl)cc2)NC(=O)N1 (stereo unspecified)
1,-6,0,1,5,2,7,-5,-3,O=C(NN=C1CCCC1)c1cc(-c2ccc(F)cc2)nc2ccccc12
7,-17,-2,-2,0,7,2,-10,-2,COc1cccc(NC(=O)C2CCCN(S(=O)(=O)c3cccc4nsnc34)C2)c1 (stereo unspecified)
0,-8,3,2,0,6,5,0,-4,CCCCN(C(=O)c1c(CC)noc1C)c1c(N)n(CCCC)c(=O)[nH]c1=O
0,11,11,-5,-8,1,-1,6,-2,CCN(CC)CCN1C(=O)C(=O)/C(=C(/O)c2cnn(-c3ccccc3)c2C)C1c1cccnc1 (stereo unspecified)
1,-8,-7,-2,2,2,7,-17,-4,COc1ccc(/C=N/NC(=O)Cn2c(Cc3ccc(OC)c(OC)c3)nc3ccccc32)cc1
0,-16,-2,2,2,2,5,4,-5,CCNC(=S)N(CCO)Cc1cc2cc3c(cc2[nH]c1=O)OCO3
1,-4,3,0,2,5,11,0,-4,COc1ccccc1/C=C/C(=O)OCC(=O)Nc1ccc2c(c1)OCO2
4,6,2,-1,1,10,8,-2,1,CNS(=O)(=O)c1c(C)cc(C)c(N(C)S(=O)(=O)c2ccccc2)c1C
3,9,-5,3,1,13,-2,-7,3,O=C(Cc1ccccc1)NCC(=O)OCC(=O)c1ccc(OC(=O)c2ccccc2)cc1
1,2,-1,-3,3,11,4,16,-5,COc1ccccc1-c1nnc2n1N=C(C(C)(C)C)CS2
0,-4,-2,0,0,14,7,-4,-4,CCOC(=O)N1CCN(C(=O)c2cn(CC)c3ccc(S(=O)(=O)N4CCCC4)cc3c2=O)CC1
1,-7,-3,1,0,1,-4,-3,-8,CCOc1cc(N2CCCC2)ccc1[N+](=O)[O-]
2,-25,-11,0,6,1,3,-6,-2,CCOc1ccc(NC(=O)CSc2nc3cccnc3n2CCOC)cc1
1,6,4,-7,-2,3,-12,7,-11,Nc1cc[n+](CC(=O)c2ccc3c(c2)OCCO3)cc1
8,-8,0,3,-6,2,4,-5,-1,CC(=O)Nc1ccc(-c2ccnc3c2CC(C)(C(=O)Nc2cccc(OC(F)(F)F)c2)O3)cc1 (stereo unspecified)
1,-20,0,-1,13,0,11,-8,-1,NC(=O)C1CCN(CC(=O)Nc2ccccc2N2CCOCC2)CC1
-1,-5,1,0,2,12,0,-4,-6,COC(=O)c1sc(S(=O)(=O)N2CCN(c3ccccc3)CC2)c(C(=O)OC)c1C
-2,-7,3,-1,-1,12,5,7,-6,Cc1ccc(NC(=O)c2csc(-c3ccccc3)c2C)cc1
1,5,4,2,3,1,5,24,-2,COc1ccc(-c2nn(-c3ccccc3)cc2/C=C/C(=O)O)cc1[N+](=O)[O-]
0,12,3,1,-3,1,0,12,-2,COc1ccc(NC(=O)N2CCCC(C(=O)NC(C)C)C2)cc1 (stereo unspecified)
1,-6,1,1,0,3,9,-1,-5,CNC(=O)CN(c1cc(OCCOC)c(Cl)cc1Cl)S(=O)(=O)c1ccc(OC)cc1
1,-14,5,3,0,12,2,-6,-3,CCN(CC(=O)Nc1ccc(OC)cc1)C(=O)c1oc2c(Cl)cccc2c1C
0,11,5,-5,-4,7,-8,6,-4,COc1ccc(C(C)NC(=O)Cc2cccs2)cc1 (stereo unspecified)
3,-8,6,-2,-4,6,6,-1,-3,OC(CNCc1cccc(Cl)c1)c1ccccc1 (stereo unspecified)
1,5,-1,-2,2,4,1,-9,-1,COCCSc1nnc(NC(=O)C2CC(=O)N(CCc3ccc(F)cc3)C2)s1 (stereo unspecified)
1,-4,2,1,1,0,3,8,-6,CCOC(=O)N/N=C1\CC(C)CC(C)(C)C1 (stereo unspecified)
0,-10,-5,0,2,12,4,-6,-13,Cc1onc(-c2ccccc2Cl)c1C(=O)Nc1cccnc1
1,-12,-9,-1,5,8,10,-7,1,COc1ccccc1-c1nnc(SCC(=O)NCc2ccco2)n1N
5,-10,16,-5,-7,16,-2,-10,-4,O=C(Nc1ccc(Br)cc1)N1CCc2ccccc2C1
1,-4,-5,1,8,-1,-3,3,-1,CCOc1cc(Br)c(CC(=O)O)cc1OCC
15,21,15,5,-13,30,-23,16,1,CCOC(=O)c1ccc(NC(=S)NCCc2ccc(F)cc2)cc1
0,-22,9,-2,4,-1,17,11,-4,CCCCOC(=O)CSc1nc2ccccc2o1
4,-15,-5,-2,11,2,14,-19,-5,O=C(/C=C/c1ccc(S(=O)(=O)N2CCOCC2)cc1)NCc1ccccc1
-1,-16,1,0,7,4,1,8,0,O=C(c1ccc(Cl)cc1)C1C2C(=O)N(c3ccccc3)C(=O)C2C2CCCN21 (stereo unspecified)
2,-8,-14,2,11,-2,-1,31*,-2,CCN(CC)C(=O)CSc1nnc(-c2ccccn2)n1-c1ccccc1OC
1&0,-13&-21,7&-4,-4&-5,-5&-1,4&2,-1&3,-1&-7,-7&-7,O=C(NC1CCN(Cc2ccccc2)CC1)c1[nH]c(C(F)(F)F)nc1-c1ccccc1
0,-8,4,0,1,0,7,-4,-6,Cc1c(NC(=O)c2c(N)sc3c2CCCC3)c(=O)n(-c2ccccc2)n1C
3,.,-9,1,0,-2,.,-11,.,CC(C)(C)NC(=O)C(c1ccccc1F)n1c(=O)c(-c2cc3ccccc3[nH]2)nc2ccccc21 (stereo unspecified)
1,-13,4,-4,-1,-1,8,-7,-7,N#Cc1c(/N=C/c2ccc(-c3ccccc3C(=O)O)o2)sc2c1CCCC2
1,0,12,-3,-6,-2,-1,-5,-4,O=C(NC1CCCCC1)C1CCCN1S(=O)(=O)c1ccc(F)cc1 (stereo unspecified)
0,-7,22,-7,-4,2,0,3,-1,CCOc1ccc(NC(=O)C2CCN(S(=O)(=O)CC)CC2)cc1
3,-1,1,1,-10,3,-1,9,-9,OCCCNC(=S)Nc1ccc2nc(-c3ccccn3)c(-c3ccccn3)nc2c1
1,9,4,0,8,2,-5,-15,1,Cn1ncc2c(=O)[nH]c(N)nc21
14,8,3,-5,-5,7,-10,-3,-1,Cc1cc(Cl)c2oc(C(=O)N3CCN(c4ccncc4)CC3)c(C)c2c1
1,11,4,-5,9,7,-1,-4,-7,O=C(C1CCC1)N1CCN(Cc2ccccc2)CC1
-2,-8,-8,-6,-1,5,7,-10,-4,O=C(Nc1ccccc1N1CCCCC1)c1ccc(Cl)cc1
1,-10,-3,2,6,4,16,-3,-4,CN1CCC(N2CCN(C3CN(C4CCCCC4)S(=O)(=O)C3)CC2)CC1 (stereo unspecified)
1,-9,7,0,3,1,8,-6,-4,Cn1nc(C(=O)Nc2ccc(Cl)cc2)cc1C(=O)Nc1ccc(Cl)cc1
2,-4,7,-5,1,7,1,0,-6,O=C(c1cc(S(=O)(=O)N2CCOCC2)ccc1F)N1CCN(Cc2ccccc2)CC1
0,7,0,8,-7,7,2,-4,0,Cc1n[nH]c(C)c1NC(=O)CSc1nnnn1-c1cccc(F)c1
9,7,16,5,-13,5,-1,8,2,CCOC(=O)c1ccc(Oc2cn[nH]c2-c2ccc(O)cc2O)cc1
5,6,0,-2,6,5,2,-12,-3,CCS(=O)(=O)c1ccc2oc(Nc3ccc(OC)c(OC)c3)nc2c1
2,-7,4,2,-9,2,2,4,-4,Cc1ccc(C2C3=C(CC(C)(C)CC3=O)NC3=C2C(=O)c2ccccc23)cc1 (stereo unspecified)
7,-7,7,2,-14,18,5,-10,-1,O=C(Nc1nccs1)c1cc(N2CCOCC2)nc2ccccc12
0,-17,3,-5,-3,1,10,-8,-8,Cc1csc(=Nc2ccccc2)n1CCCN1CCCC1=O
3,-13,-15,1,17,6,12,3,-2,Cc1ccc(C(=O)N2CCCC(CCC(=O)NCc3ccc(F)c(F)c3)C2)cn1 (stereo unspecified)
0,1,14,0,-8,7,0,9,-3,COc1ccc2c(c1)sc(=N)n2CC(=O)Nc1cc(C)cc(C)c1

A second format for three compounds above:
Values run as follows: CHRM4 agonist	M1 antag	CHRM5 antagonist	CHRM5 agonist	CHRM5 PAM	TAAR1 agonist	M1 PAM	M4 antag	M1 ag
- O=C(c1cc(S(=O)(=O)N2CCOCC2)ccc1F)N1CCN(Cc2ccccc2)CC1
  2	-4	7	-5	1	7	1	0	-6
- O=C(Nc1ccccc1N1CCCCC1)c1ccc(Cl)cc1
  -2	-8	-8	-6	-1	5	7	-10	-4
- COc1ccc2c(c1)sc(=N)n2CC(=O)Nc1cc(C)cc(C)c1
  0	1	14	0	-8	7	0	9	-3

Following part.
CHRM4 agonist,M1 antag,CHRM5 antagonist,CHRM5 agonist,CHRM5 PAM,TAAR1 agonist,M1 PAM,M4 antag,M1 ag,SMILES
2,2,-11,-9,1,-2,-5,12,-5,COc1ccc(C(CNC(=O)COc2ccc(Cl)c(C)c2)N2CCCCC2)cc1 (stereo unspecified)
1,-7,-9,-2,1,56*,11,-18,-3,O=C(NCCc1ccccc1)/C(=C\c1ccc([N+](=O)[O-])cc1)NC(=O)c1ccc(Br)cc1
3,1,0,-1,-7,11,7,15,-1,O=C(CCN1C(=O)c2ccccc2C1=O)N1CCN(Cc2ccc(Cl)cc2Cl)CC1
3,10,3,-3,-5,5,-3,-5,-6,CN1CCN(c2ccc(CNC(=O)C3Cc4c(-c5ccc(Cl)cc5)ccnc4O3)cc2)CC1 (stereo unspecified)
6,-15,-10,-1,1,-3,-1,-17,-5,Cc1cc(F)ccc1-c1cc(C(=O)Nc2ccccc2)[nH]n1
1,-25,-5,2,-1,-2,27*,-23,1,CCN(CC(=O)Nc1ccc(OC)cc1)C(=O)Cc1ccsc1
2,-18,7,-1,2,4,8,-2,-2,Cc1ccc(N2CC(C(=O)Nc3ccccc3N3CCCC3)CC2=O)cc1 (stereo unspecified)
0,-23,0,-3,3,16,12,-9,-3,CC(C)S(=O)(=O)C/C(N)=N/OC(=O)c1cc(Cl)cc(Cl)c1
